GAA glycogen mod = inhibitors or activators of human alpha-glucosidase glycogen cleavage; recombinant GAA, glycogen substrate, Amplex Red glucose oxidase fluorescence; P10253; 300,000 tested, 0.38% active; Potency, µM (titrated, usually from 76.4 µM), for the others: top-dose activity change, negative = inhibition, actives largely listed as inhibitors;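 further: 0% = full enzyme reaction and -100% = no-enzyme basal signal; the screen sought inhibitors and activators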
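qHTS, 1536-well; enzyme 4 nM final; cpd up to 77 uM; substrate bovine liver glycogen 30 ug; 50 mM citrate/phosphate pH 5.0, 0.01% Tween-20; 37 C, 40 min; Amplex Red detection 45 min RT; Hill fit → AC50.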
HTT ATP protect = cytoprotection in Huntington HTT-Q103 PC12 cell model | 230,000 tested, 0.14% active | PC12 HTT-Q103 induced, cytoprotection, ATP luminescence, 40 h | Potency, µM (doses to about 56.4 µM), for the others: cytoprotection (ATP increase), most hits filed as activators | AID 1471;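 further: % of control where 0% means no effect; nearly all actives have a fitted effect of over 45% in size; toxic huntingtin expression switched on by the ecdysone agonist tebufenozide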
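PC12 cells with ecdysone-inducible HTT exon 1 Q103-GFP, induced with 100 nM tebufenozide and co-treated with library compounds in a dose series (1536-well, 1500 cells/well). Cytoprotection read as ATP content by ATPlite luminescence.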
HttQ103 aggreg = mutant huntingtin aggregation inhibition | PC12 HttQ103-GFP aggregates, Acumen cytometry, 40 h | 220,000 tested, 1.1% active | Potency, µM (series often up to 46.1 µM), without a hit: top-dose activity change, negative = inhibition, most hits filed as inhibitors; further: on the % scale 0 is the no-effect control and ±100 the full control effect; nearly all actives have a fitted effect of over 60% in size
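Ecdysone-promoter PC12 model expressing HTT exon 1 Q103 fused to GFP, induced by tebufenozide at 100 nM final. Compounds titrated; aggregates sized 1–25 µm scored on a 488 nm laser cytometer.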
RGS12 GoLoco inh = blocks human Gai1 binding to RGS12 GoLoco peptide, red readout; AID 880; Gai1:RGS12 GoLoco peptide FP, rhodamine, 10 min; Potency, µM (titrated, usually from 61.6 µM), for the others: at the top dose activity, negative = inhibition, usual class: inhibitors; 230,000 tested, 0.44% active; P63096; active means well fitted inhibition curve with a large enough effect, not every such curve was filed as active; inactive means no such curve, though single readings can be large or run the other way; further: on the % scale 0 is the no-effect control and ±100 the full control effect; nearly all actives have a fitted effect of over 30% in size; many of its hits are not listed in these tables
Target sequence (P63096 whole entry, looked up): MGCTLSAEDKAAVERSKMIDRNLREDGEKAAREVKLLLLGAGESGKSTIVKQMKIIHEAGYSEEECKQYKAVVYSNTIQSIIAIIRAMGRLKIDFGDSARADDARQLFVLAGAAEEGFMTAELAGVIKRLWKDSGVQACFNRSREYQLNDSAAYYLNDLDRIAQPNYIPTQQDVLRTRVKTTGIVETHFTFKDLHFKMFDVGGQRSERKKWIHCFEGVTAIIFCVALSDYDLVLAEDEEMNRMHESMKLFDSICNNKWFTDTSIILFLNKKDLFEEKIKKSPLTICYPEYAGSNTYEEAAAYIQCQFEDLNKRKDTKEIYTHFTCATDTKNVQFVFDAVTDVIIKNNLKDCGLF
GAA inhib = alpha-glucosidase (human) inhibition | 200,000 tested, 0.005% active | AID 1466 | P10253 | Potency, µM (series often up to 76.9 µM), inactives show top-dose activity change, negative = inhibition, actives largely listed as inhibitors | purified human GAA, 4-MU-alpha-glucoside fluorescence;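 further: plate controls were uninhibited enzyme wells for no effect and no-enzyme background for full effect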
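Read-out is 4-methylumbelliferone fluorescence (Ex 365/Em 440 nm) after NaOH/glycine stop at pH 10. Enzyme 4 nM, substrate 400 uM, pH 5.0 citrate buffer, 20 min room temperature; AC50 from Hill-equation concentration-response.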
IMPase Li cell = IMPase inhibition in cells with lithium potentiation | CHO-M1 cells, IP1 TR-FRET (IP-One), carbachol + lithium | Potency, µM (doses to about 59.4 µM), without a hit: at the top dose activity, negative = IMPase inhibition, usual class: inhibitors | 210,000 tested, 0.35% active | AID 1457;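 further: IP1 builds up when IMPase is blocked and the TR-FRET signal falls; plate controls were basal vehicle for no effect and high inhibitor control for full effect; nearly all actives have a fitted effect of over 50% in size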
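Test compounds were applied to CHO-M1 cells previously cultured for 16–30 h at 2000 per well. A small lithium amount accompanied them; after 30 min at 37C, IP1 was quantified by TR-FRET.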
GAA spleen mod = inhibits or activates alpha-glucosidase in human spleen homogenate; P10253; human spleen homogenate, 4-MU-alpha-glucoside fluorescence; Potency, µM (top dose mostly 79.9 µM), for inactives: top-dose activity change, negative = inhibition, actives largely listed as inhibitors; 240,000 tested, 0.006% active;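 further: 0% = enzyme with vehicle and -100% = no enzyme basal signal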
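Human spleen homogenate (1 ug) incubated with compounds and 1 mM 4-methylumbelliferyl-alpha-D-glucopyranoside in pH 5.0 citrate/phosphate buffer, 37 C, 40 min. Stopped at pH 10; 4-MU fluorescence (Ex 365/Em 440 nm); AC50 by Hill fit.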
Numbers without * were called inactive; ? = inconclusive; / = not tested or not shown; [ ] = remark or other dose. Unless noted, the call rests on the fitted dose curve; in most records, active means well fitted curve in the direction sought with a large enough effect; inconclusive means small, poorly fitted or top-dose-only effect, or another doubt; inactive means no such curve, though single readings can be large; an effect the other way counts as inactive or inconclusive. Potency means the concentration at half of the fitted maximal effect. These rows are one share of the data, so the mix of outcomes need not match the whole.

| compound | GAA glycogen mod | HTT ATP protect | HttQ103 aggreg | RGS12 GoLoco inh | GAA inhib | IMPase Li cell | GAA spleen mod |
| --- | --- | --- | --- | --- | --- | --- | --- |
| O=C(c1ccco1)N1CCN(C(=O)c2nn3cccnc3c2Cl)CC1 | 4% | 2% | 12% | -2% | -8% | 6%[38.3 µM] | -1% |
| CC(=NCCc1c(C)[nH]c2ccc(OC(F)(F)F)cc12)C1=C(O)CC(c2ccccc2)CC1=O (stereo not drawn) | 6% | -45%[inhibitor] | -4% | 7% | ? | 18% | / |
| CS(=O)(=O)N1CCC(CO)(Cc2ccccc2C(F)(F)F)CC1 | -6% | 30%[10 µM] | 24%[9.22 µM] | 2% | -26% | 7% | -2% |
| C=CCn1c(-c2ccc(OC)cc2)nc2ccccc21 | -6% | -28%[10 µM] | 11µM* | 9% | -4% | 32%[activator][38.3 µM] | -8% |
| CC(=O)NC(c1ccc(C)cc1)c1cc([N+](=O)[O-])c2cccnc2c1O (stereo not drawn) | 7% | -65%[inhibitor][10 µM] | ? | 5% | -5% | 5% | 4% |
| O=C(N/N=C/c1ccc(Sc2nc3ccccc3s2)c([N+](=O)[O-])c1)c1ccccn1 | -5% | -32% | -1% | 15% | -1% | -5%[38.3 µM] | -9% |
| COc1ccccc1NC(=O)Nc1ccc(N2CCOCC2)cc1 | -4% | -88%[inhibitor] | 3% | -2% | -4% | -7% | 4% |
| Cc1ccc(C(=O)NNC2=Nc3cccc4cccc2c34)cc1 | 10% | 23%[10 µM] | -8% | 22% | 4% | 12% | -4% |
| O=C(Cn1cncn1)N1CCN(c2ccc(F)cc2)CC1 | 10% | 5% | 13% | 7% | -2% | 0% | -1% |
| CCCCCCCCNC(=S)NCCN1CCCCC1 | -3% | -42% | -23% | -5% | 1% | 3% | 1% |
| Cn1nnnc1SCC(=O)NC(=O)c1cccc([N+](=O)[O-])c1 | 4% | 9%[10 µM] | -14%[9.22 µM] | -4% | / | / | -19% |
| Cn1cc([N+](=O)[O-])c(C(=O)Nc2ccn(Cc3c(F)c(F)cc(F)c3F)n2)n1 | 10% | 10µM* | / | 4% | -7% | 14%[38.3 µM] | -20% |
| COc1cccc(/C=C/C(=O)c2cccc([N+](=O)[O-])c2)c1OC | 16% | -40%[inhibitor][1.9 µM] | 19%[9.22 µM] | 17% | 5% | 9% | 6% |
| COc1ccc(-c2cc(C(=O)Nc3ccccc3O)c3ccccc3n2)cc1OC | -11% | -11%[10 µM] | 3%[9.22 µM] | 18% | 8% | 6% | 3% |
| Cc1[nH]ccc(=O)c1OCc1ccc(Cl)cc1 | -3% | -11%[10 µM] | -2% | 7% | -20% | 19%[38.3 µM] | -2% |
| Cc1ncn(C23CC4CC(CC(C4)C2)C3)n1 | -5% | / | 14% | -5% | 6% | -12% | 1% |
| CCNC(=O)COC(=O)C1C(C(=O)OCC)=C(C)NC(C)=C1C(=O)OCC | -13% | -13% | 9% | -1% | 5% | 33%[38.3 µM] | -1% |
| CCOC(=O)C1=C(N)n2c(s/c(=C/c3ccco3)c2=O)=C(C(=O)OC)C1c1ccco1 (stereo not drawn) | 10% | -63%[inhibitor] | 30% | 193%[activator] | -9% | 21%[38.3 µM] | 12% |
| O=C(Nc1ccccc1NC(=O)NC1CCCCC1)NC1CCCCC1 | 3% | 13%[1.9 µM] | ? | 6% | -12% | 35%[activator][38.3 µM] | 9% |
| COCCn1c(C)cc(C(=O)COC(=O)c2ccc3ncsc3c2)c1C | 3% | -18%[10 µM] | -18% | 10% | 8% | 20%[38.3 µM] | 2% |
| Cc1[nH]c2ccccc2c1/C=N/NC(=O)c1cc(-c2ccccc2)n[nH]1 | -5% | -5%[10 µM] | -13%[9.22 µM] | -2% | / | / | -4% |
| O=c1[nH]c2c(c(=O)[nH]1)CCC2 | -3% | 11% | -14% | -20% | 3% | 3% | 0% |
| COc1ccccc1CCNC(=O)Cc1cccs1 | -2% | -15%[10 µM] | 12%[9.22 µM] | 18% | / | / | -1% |
| COC(=O)c1ccc(CN2CCC(CO)(Cc3cccc(OC)c3)CC2)cc1 | -10% | 3%[10 µM] | 8%[9.22 µM] | 20% | -2% | 28% | -14% |
| Cc1ccc(C(=O)NC2CCS(=O)(=O)C2)cc1S(=O)(=O)N1CCCCCC1 (stereo not drawn) | 9% | -1%[10 µM] | -3% | -2% | 2% | 7% | -5% |
| CCOc1ccc(CC(=O)Nc2c(C(=O)Nc3ccccc3)oc3ccccc23)cc1OCC | 3% | -22% | -8% | 0% | 9% | 21%[38.3 µM] | -9% |
| COC(=O)c1ccc(/C=C2\N=C(SC)SC2=O)cc1 | -8% | -20%[10 µM] | 27% | / | 2% | / | -5% |
| CN(C)S(=O)(=O)c1cc(NC(=O)COC(=O)Cc2cccc3ccccc23)ccc1Cl | -8% | 25%[10 µM] | -6% | / | -2% | / | 3% |
| Cc1cccc(N=C(N2CCOCC2)P(=O)(N2CCOCC2)N2CCOCC2)c1 | 2% | 8%[10 µM] | -4% | 9% | -10% | 3%[38.3 µM] | 3% |
| Cc1ccc(S(=O)(=O)N(CC(=O)N2CCC(C(N)=O)CC2)c2cccc(C(F)(F)F)c2)cc1 | -2% | -1% | 0% | 2% | -2% | -3%[38.3 µM] | 4% |
| CSc1nc2ccccc2cc1/C=C(\C#N)c1cccc(Cl)c1 | -2% | -72%[inhibitor] | 24% | -1% | -1% | -5%[38.3 µM] | 3% |
| FC(F)(F)c1cccc(NC(=S)NCC(c2cccnc2)N2CCOCC2)c1 (stereo not drawn) | -3% | 16%[10 µM] | -7% | -4% | 1% | -3% | 0% |
| CCCCN(C(=O)Cn1nnc2ccccc21)C(C(=O)NCCOC)c1cccs1 (stereo not drawn) | -1% | 9%[1.9 µM] | -12% | 3% | -1% | -4% | -5% |
| COc1ccc(C(=O)O)c(O)c1OC | / | / | / | 0% | / | -6% | 4% |
| COc1cccc(C2=CC(c3ccc(N(C)C)cc3)n3ncnc3N2)c1 (stereo not drawn) | 14% | -28%[0.074 µM] | ? | 6% | -2% | 1%[38.3 µM] | 2% |
| CCOC(=O)C1C(=O)OC(C)(C)C1C(C)C(=O)c1ccc(C)cc1C (stereo not drawn) | -14% | -1% | 7% | -6% | 15% | 8% | -10% |
| Cc1ccc(-n2nc(C)c(=O)c(-c3ccccc3)c2NC(=O)c2cccs2)cc1 | -2% | 30%[10 µM] | -7%[9.22 µM] | -3% | / | / | 3% |
| CNC(=O)c1ccsc1NC(=O)c1ccc(S(=O)(=O)N2CCCc3ccccc32)cc1 | -7% | / | 2% | 168%[activator] | 2% | 9% | -1% |
| COc1ccc(CNC(=O)/C(C#N)=C2\N=C(NC(=O)c3cccs3)c3ccccc32)cc1 | 10% | 15%[10 µM] | -15% | 18% | -11% | -4% | -7% |
| CCN(CC)S(=O)(=O)c1ccc2[nH]c(=O)[nH]c2c1 | -2% | 8% | 9% | 3% | 4% | -5%[38.3 µM] | -17% |
| Cc1ccc2c(CC(=O)OCc3cc(=O)n4c(n3)sc3ccccc34)coc2c1 | 5% | -21% | -5% | 21% | 5% | -4%[38.3 µM] | -2% |
| CCCc1ccc(Oc2coc3cc(OCC(=O)Nc4ccccc4C)ccc3c2=O)cc1 | 4% | 16%[1.9 µM] | 3% | -2% | -3% | 5% | 0% |
| O=S(=O)(Nc1ccc(Cc2ccncc2)cc1)c1ccc(Cl)s1 | -9% | 6%[0.074 µM] | -8% | 16% | -5% | 8% | -5% |
| Cc1ccc(CNC(=O)CNS(=O)(=O)c2ccc3nc(C)sc3c2)cc1 | 2% | -30% | 2% | 2% | 2% | 25% | -1% |
| O=P(CO)(Cc1ccccc1)Cc1ccccc1 | 5% | -2% | -5% | 13% | -3% | -10%[38.3 µM] | -4% |
| O=C(CC(C(=O)O)c1ccccc1)Nc1cccc2ccccc12 (stereo not drawn) | 4% | / | -16% | 6% | -2% | -4% | 4% |
| CCOc1ccccc1NC(=O)NCc1ccccc1 | 21% | / | 0% | 2% | -4% | -2% | 1% |
| O=C(N/N=C(/c1ccccc1)c1ccncc1)c1ccc2c(c1)OCO2 | 9% | / | 7% | 2% | 2% | -7% | -18% |
| CCCCNC(=S)N1CCN(Cc2ccc3c(c2)OCO3)CC1 | 2% | -18% | 7% | -17% | -7% | -1% | -8% |
| CCOC(=O)c1ccc(NC(=S)Nc2cccc(C)n2)cc1 | -4% | 10%[10 µM] | -2% | 0% | -6% | 0% | 4% |
| COc1ccc2oc(=O)c(C(=O)n3ccc(C)n3)cc2c1 | -4% | -4% | -25% | 4% | 8% | 9%[38.3 µM] | 6% |
| Cc1ccc(CNC(=O)C2CCCCC2C(=O)O)cc1 (stereo not drawn) | 9% | -5%[10 µM] | 1% | -1% | -6% | 3%[38.3 µM] | -15% |
| Nc1cc(S(=O)(=O)c2ccc(O)c(N)c2)ccc1O | 7.9µM* | -8%[10 µM] | -31%[9.22 µM] | 1% | / | / | -6% |
| COc1ccc(-c2nc(=S)[nH][nH]2)cc1OC | ? | -3%[10 µM] | 2% | -3% | -3% | 1% | 0% |
| Cc1ccc(OCC(=O)N2CCCCCC2)c(C)c1 | -6% | -5%[0.074 µM] | 2% | 11% | -5% | 1%[38.3 µM] | 3% |
| CSC1=N/C(=C\C=C\c2cccs2)C(=O)S1 | -9% | 17%[1.9 µM] | 4% | 23% | -2% | 2%[38.3 µM] | -1% |
| Cn1c(=O)c2c(nc(SCC(=O)N3CCc4ccccc43)n2Cc2ccccc2)n(C)c1=O | -8% | 16% | -17% | 6% | -6% | -11%[38.3 µM] | 6% |
| O=S(=O)(c1ccc(Br)cc1)N1CCCN(Cc2cccc(F)c2)CC1 | 0% | / | -16% | -6% | ? | 18% | -2% |
| Cc1cc(C)c2cc3c(N)c(C(=O)N4CCc5ccccc5C4)sc3nc2c1 | -2% | 22%[10 µM] | -4% | 11% | 1% | 29%[38.3 µM] | -9% |

Assay outcomes deposited in PubChem BioAssay by National Center for Advancing Translational Sciences (NCATS).
